# core dimer inh: HCV core protein dimerization inhibition. AID 1899. inhibition, % at 5 µM. 300,000 tested, 0.33% active. TR-FRET GST/Flag-core106 dimerization, 1536-well;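 active = inhibition above the mean of all tested compounds plus 3 SD, set per screening campaign, cut at about 45% in these data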
#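 System – GST-tagged and Flag-tagged HCV core protein residues 1-106 · Repeats – one well for each compound · Technique – TR-FRET 671 and 617 nm emission · Doses – one concentration, 5 µM, in 0.5% DMSO · Times – 4 h, 22.5 °C incubation · Also added – Eu donor and XL665 acceptor anti-tag antibodies · Measure – percent inhibition of core106 dimerization signal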
# procasp3 activ: activates human procaspase-3; P42574; recombinant procaspase-3 D3A, Ac-DEVD-pNA absorbance 405 nm; activation, % at 8.5 µM; 330,000 tested, 0.11% active; AID 463141;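 active = activation above the mean of all tested compounds plus 3 SD, cut at about 21% in these data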;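 also: 0% = DMSO alone and 100% = DMSO wells spiked with extra 5 µM PC-3 D3A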
#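 assay system = Procaspase-3 D3A mutant | signal = absorbance at 405 nm, 0 and 120 min | times = 1 h preincubation plus 2 h reaction at 25 °C | repeats = single replicate | read-out = % activation between DMSO and enzyme-spiked controls | medium = Zinc-free HEPES saline buffer with Triton X-100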
# VLA-4 inh: inhibition in a human VLA-4 binding assay; inhibition, % (about 7 µM as worked out from the volumes in the protocol); 330,000 tested, 0.2% active; VLA-4 expressing cells, ligand binding flow cytometry; in the data active = inhibition above about 50%
# Target sequence (P13612 whole entry, looked up): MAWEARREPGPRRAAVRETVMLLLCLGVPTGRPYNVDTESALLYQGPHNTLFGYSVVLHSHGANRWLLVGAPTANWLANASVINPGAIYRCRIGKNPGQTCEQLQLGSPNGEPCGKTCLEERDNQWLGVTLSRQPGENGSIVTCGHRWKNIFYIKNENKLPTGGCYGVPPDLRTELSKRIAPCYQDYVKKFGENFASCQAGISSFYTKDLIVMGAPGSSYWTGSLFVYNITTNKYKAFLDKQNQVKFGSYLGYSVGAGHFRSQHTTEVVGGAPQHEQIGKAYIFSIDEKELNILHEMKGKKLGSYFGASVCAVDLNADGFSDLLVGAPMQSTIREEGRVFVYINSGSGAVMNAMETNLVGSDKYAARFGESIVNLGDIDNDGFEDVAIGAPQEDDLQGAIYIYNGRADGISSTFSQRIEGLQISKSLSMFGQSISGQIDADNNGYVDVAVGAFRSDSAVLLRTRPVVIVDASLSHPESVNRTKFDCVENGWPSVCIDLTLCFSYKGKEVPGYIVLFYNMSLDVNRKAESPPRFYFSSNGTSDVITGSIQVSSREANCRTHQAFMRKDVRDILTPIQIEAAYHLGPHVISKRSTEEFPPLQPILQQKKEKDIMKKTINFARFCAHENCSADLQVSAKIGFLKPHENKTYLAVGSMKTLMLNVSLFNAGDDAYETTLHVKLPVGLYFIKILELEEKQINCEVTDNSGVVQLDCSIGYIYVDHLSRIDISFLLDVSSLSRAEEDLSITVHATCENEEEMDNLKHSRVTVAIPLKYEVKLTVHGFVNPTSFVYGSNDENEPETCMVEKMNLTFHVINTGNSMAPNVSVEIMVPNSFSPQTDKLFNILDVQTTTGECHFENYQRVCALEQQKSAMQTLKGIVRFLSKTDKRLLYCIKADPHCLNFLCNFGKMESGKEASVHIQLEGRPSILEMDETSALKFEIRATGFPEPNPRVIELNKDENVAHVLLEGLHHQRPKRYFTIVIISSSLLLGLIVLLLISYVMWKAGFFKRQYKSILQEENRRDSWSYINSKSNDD
# proCasp7 act: counter-screen for procaspase-3 activators: activators of human procaspase-7. 330,000 tested, 0.093% active. activation, % at 8.5 µM. recombinant procaspase-7, Ac-DEVD-pNA absorbance 405 nm; D23A/D198A/D206A triple mutant, cannot self-cleave; scale: DMSO 0, 5 µM enzyme 100;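 active = percent activation above the screen-wide mean plus 3 SD, cut at about 25% in these data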
#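 Assay system: Uncleavable procaspase-7 mutant enzyme / Input: 2 µM procaspase-7 mutant as dispensed / Dosing: single nominal 8.5 µM compound dose, 0.8% DMSO final / Timing: 1 h enzyme–compound preincubation and 2 h substrate reaction, both 25 °C / Detection: p-Nitroaniline absorbance at 405 nm, read at 0 and 120 min / Replication: singlicate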
# GASC-1 inh: human JMJD2C demethylase inhibition; Q9H3R0; inhibition, % at 2.35 µM; GST-JMJD2C(1-420) H3K9me3 demethylation, DELFIA europium; 330,000 tested, 0.069% active;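 active = more than half of a compound's replicate wells show inhibition beyond 50%, single wells judged on their own value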;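 also: signal counts dimethyl H3K9 product captured on neutravidin plate; 0% = median of DMSO wells and 100% = 0.3 times that DMSO median; strong numbers were not always called active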
# PP1 inh: PP1-alpha (human) inhibition in PP5 counter-screen. P62136. purified PP1alpha, OMFP fluorescence. inhibition, % at 6.7 µM. 320,000 tested, 0.9% active. AID 2235;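 active = inhibition above the mean inhibition of all tested compounds plus 3 SD, computed separately for each screening campaign, cut at about 15% in these data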
# GRK2 inh: inhibitors of human GRK2 displacing RNA aptamer | P25098 | AID 488847 | 330,000 tested, 0.59% active | bead flow cytometry, FAM-aptamer displacement from GRK2 | inhibition of aptamer binding, % at 10 µM;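 active = inhibition of aptamer binding above 40%, roughly 3 SD of noise, on plates passing a quality check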;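 also: median bead fluorescence of bound FAM aptamer so fluorescent compounds give negative values; no value below 0 was filed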
# Fh CTSL1 inh: counter-screen for PFM18AAP inhibitors: inhibitors of F. hepatica cathepsin L1. AID 1906. 300,000 tested, 0.49% active. inhibition, % at 5.96 µM. recombinant F. hepatica cathepsin L1, Z-Leu-Arg-MCA fluorescence;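 active = inhibition above the mean of all tested compounds plus 3 SD, set per screening campaign, cut at about 17% in these data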;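 also: 0% = plate median of test compound wells and 100% = 1 µM Z-Phe-Ala-diazomethylketone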
# PP5 inh: inhibitors of human protein phosphatase 5 (PP5); P53041; purified PP5c, OMFP substrate fluorescence; inhibition, % at 6.7 µM; 320,000 tested, 0.18% active; AID 1987;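 active = inhibition above the campaign's mean inhibition across all tested compounds plus 3 SD, cut at about 9.5% in these data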;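 also: 0% = DMSO only and 100% = 100 µM cantharidin control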
# * = called active by the depositor; / = not tested or not shown; & = joins results of further samples. The order is random, and some 2.6% of all compounds hit somewhere here.
# The line under a structure holds: core dimer inh	procasp3 activ	VLA-4 inh	proCasp7 act	GASC-1 inh	PP1 inh	GRK2 inh	Fh CTSL1 inh	PP5 inh
1. Cc1cc(C)c([N+](=O)[O-])cc1NCC(=O)N1CCN(c2ccccc2)CC1
    1	9	0	12	0	5	3	2	-0.5
2. COC(=O)CC(NC(=O)c1ccco1)c1cccc2ccccc12 (stereo not drawn)
    -4	-1	1	1	-15	0	0	-1	2.6
3. COc1ccc(COC(=O)N/N=C(\C)CC(=O)NCc2ccc(Cl)cc2)cc1
    -3	1	-4	6	4	-4	0	6	-2.2
4. C[N+]1(CCN2C(=O)C3CC=C(Cl)CC3C2=O)CCOCC1 (stereo not drawn)
    -12	-1	2	-3	-7	-2	0	1	-3.3
5. COc1ccc(-c2nc3cnccn3c2NCc2ccccc2)cc1SC1CCCCC1
    12	-2	-31	-7	-7	11	0	1	3.4
6. O=C(COc1ccc(Cl)cc1)Nc1nnc(-c2ccco2)o1
    -3	-6	7	10	-1	1	0	3	-4.2
7. COc1ccc2oc(=O)c(N3C(=O)c4ccccc4C3=O)cc2c1
    1	-1	8	17	0	2	7	6	1.9
8. Cn1cc(/C=N/n2cnc3sc4c(c3c2=O)CCCC4)c2ccccc21
    15	5	0	5	-2	-4	3	3	-1.0
9. O=C(COC(=O)c1ccco1)NC1CCCCC1
    -1	-3	7	7	-8	-3	0	-2	-0.3
10. S=C(Nc1ccc(-c2nc3ccccc3[nH]2)cc1)Nc1cccnc1
    6	-14	11	-10	9	-5	0	-2	1.8
11. COc1ccc(S(=O)(=O)N(CCc2ccccc2)CC(=O)O)cc1C
    -4	7	-1	-2	-2	-1	3	-6	3.8
12. Cc1cc(C)n(-c2cc(N3CCN(C(=O)c4ccc(C(C)(C)C)cc4)CC3)ccc2[N+](=O)[O-])n1
    17	-8	5	-7	5	6	1	0	7.0
13. COc1ccc(C(C)(C)C)cc1NC(=O)CCc1c(C)noc1C
    /	1	9	-2	0	-4	0	/	3.4
14. Cc1cc(C(=O)Nc2cccnc2)no1
    -5	-3	12	6	0	1	10	-2	1.2
15. CCCCN(C(=O)CSCC(=O)Nc1cccc(C)c1)c1c(N)n(Cc2ccccc2)c(=O)[nH]c1=O
    1	24*	-3	2	7	-3	3	1	-0.7
16. CCN(CC)c1ccc(/C=N/NC(=O)CC(C)C)cc1
    -11	-6	25	-2	-1	0	2	3	1.2
17. Cc1cc(C)n(C(=O)c2ccc(S(=O)(=O)N3CCOCC3)cc2)n1
    3	-1	6	3	1	-2	0	-3	4.7
18. O=C(NCc1ccco1)c1ccc(Cn2c(=O)c3sccc3n(Cc3ccc(F)cc3)c2=O)cc1
    19	7	8	1	31	3	0	0	5.0
19. CCOc1ccc(N2C(=O)C3ON(C)C(c4ccc([N+](=O)[O-])cc4)C3C2=O)cc1 (stereo not drawn)
    4	6	0	-6	2	3	0	-4	2.6
20. COc1ccc(-c2cc(C(=O)NCCCN3CCCC3=O)c3ccccc3n2)cc1OC
    /	1	0	12	10	-4	2	/	-1.4

# Next section; the last 3 above are carried over.
# The line under a structure holds: core dimer inh	procasp3 activ	VLA-4 inh	proCasp7 act	GASC-1 inh	PP1 inh	GRK2 inh	Fh CTSL1 inh	PP5 inh
18. O=C(NCc1ccco1)c1ccc(Cn2c(=O)c3sccc3n(Cc3ccc(F)cc3)c2=O)cc1
    19	7	8	1	31	3	0	0	5.0
19. CCOc1ccc(N2C(=O)C3ON(C)C(c4ccc([N+](=O)[O-])cc4)C3C2=O)cc1 (stereo not drawn)
    4	6	0	-6	2	3	0	-4	2.6
20. COc1ccc(-c2cc(C(=O)NCCCN3CCCC3=O)c3ccccc3n2)cc1OC
    /	1	0	12	10	-4	2	/	-1.4
21. CC(=O)Nc1ccc(NC(=O)Cn2cnc3c(cnn3C(C)(C)C)c2=O)cc1
    7	-4	6	5	36	-1	5	3	0.4
22. Cc1ccc(/C=N/NC(=O)Cc2cccn2C)cc1
    -2	-10	-2	-21	6	0	0	-3	2.0
23. CC(=O)Nc1ccc(N(C(=O)CNC(=O)c2ccco2)C(C(=O)NCC2CCCO2)c2ccccc2)cc1 (stereo not drawn)
    1	-5	-3	1	0	-7	0	0	0.4
24. COc1cc(N)c(Cl)cc1C(=O)OCC(=O)NC1CCCC1
    2	5	3	-7	8	2	1	-5	4.1
25. CC(=O)c1ccc(S(=O)(=O)N2CCC(C(=O)Nc3ncc(C)s3)CC2)cc1
    /	2	18	-6	3	/	5	/	/
26. CCOP(=O)(OCC)/C(C#N)=C(\O)c1ccc(OC)cc1
    -2	-1	4	7	3	-2	3	1	-0.6
27. CCNC(=O)COC(=O)Cc1ccc(Cl)cc1Cl
    -4	7	14	0	1	-5	1	-6	-2.9
28. CC1(C)CC(=O)C2=C(C1)OC(N)=C(C#N)C2c1ccccc1 (stereo not drawn)
    2	-6	-8	0	-3	-2	4	-1	0.5
29. C=CCc1cccc(CNc2nc3ccccc3n2CCN2CCOCC2)c1O
    -1	-5	12	-8	1	-1	1	-4	6.9
30. Cc1ccc2[nH]c(=O)c(CN(Cc3ccc4c(c3)OCO4)Cc3nnnn3Cc3ccco3)cc2c1
    34	4	8	-5	14&7	10	2	2	3.1
31. OC(CNCc1ccccc1Cl)C(F)(F)F (stereo not drawn)
    0	-4	0	-2	-5	1	0	-4	-1.7
32. CCN1C(=NCCc2cccs2)N[C@@H](c2cccs2)C(C(=O)OC)=C1C
    7	-1	-8	-6	0	-6	0	-1	-1.4
33. Cc1ccnc(NS(=O)(=O)c2ccc(N)cc2)n1
    9	5	7	11	-25	-2	4	0	0.7
34. C=CCn1c(SCC(=O)NCc2ccc3c(c2)OCO3)nc2scc(-c3ccc(F)cc3)c2c1=O
    19	3	-3	12	-2	3	0	3	0.4
35. COc1ccc(-c2nnn(CC(=O)N(C3CCCCC3)C(C)C(=O)NC3CCCC3)n2)cc1OC (stereo not drawn)
    2	1	-3	14	-14	-2	0	1	1.0
36. Cc1ccc(-n2nc3c(=O)n(CCCC(=O)NCc4ccc(Cl)cc4)nc(C)c3c2C)cc1
    13	7	2	1	1	1	2	2	2.5
37. Cc1cccc(CSc2nnc(NC(=O)CSc3nnc(C)s3)s2)c1
    6	-3	-6	4	-7	-1	2	4	-0.8
38. COC(=O)C1=C(N)OC2=C(C(=O)CC(C)(C)C2)C1c1ccccc1OCC#N (stereo not drawn)
    -6	4	-1	-3	10	-1	1	0	1.4
39. COc1ccc(-c2cc(-c3ccc(F)cc3)nc(N3CCN(C)CC3)n2)cc1
    -2	5	20	0	-2	3	2	3	-0.3
40. CC(=O)c1ccc(COC(=O)c2ccccc2NC(=O)C(C)C)cc1
    1	10	0	4	0	1	1	0	2.0
41. COc1ccc(CCNC(=O)CCCN2C(=O)C(c3ccccc3)Oc3cccnc32)cc1OC (stereo not drawn)
    -1	-2	9	-9	-22	-3	1	-5	1.3
42. COc1ccc(CC(=O)NCCN2CCOCC2)cc1
    0	1	6	6	2	-2	32	1	3.3
43. CCn1nc(C)c(CCC(=O)O)c1C
    2	4	9	0	-7	-11	0	-8	-0.8
44. COc1ccc(Nc2nc(N3CCCC3)nc(N3CCCC3)n2)c(OC)c1
    -6	11	4	10	4	0	0	-2	2.2
45. Cc1c(C#N)c(NC(=O)CCl)n(Cc2ccccc2)c1C
    8	-7	-5	9	-6	-3	3	40*	-0.3
46. Cc1cccc(NC(=O)N2CCC(NC(=O)c3ccccc3C)CC2)c1
    1	6	-55	5	6	-8	4	-3	0.5
47. CC1(OC(=O)C2CCCC2)C(=O)C=C2C=C(c3ccsc3)N(Cc3ccccc3)C=C2C1=O (stereo not drawn)
    18	-1	14	-13	23	8	8	-1	9.5
48. Cc1ccnc(N2CCC(C(=O)Nc3ccc4c(c3)OCO4)CC2)n1
    4	7	1	-2	1	-2	2	2	1.6
49. CCOc1ccc(C(=O)Nc2cccc([N+](=O)[O-])c2)cc1Br
    2	10	0	3	0	2	0	1	0.7
50. CCOC(=O)N=S(=O)(Oc1ccc([N+](=O)[O-])cc1)c1ccccc1 (stereo not drawn)
    -1	2	8	-4	-7	-2	0	2	1.0
51. Cc1ccc2nc(-c3ccc(NC(=O)CSc4nccc(=O)[nH]4)cc3)sc2c1
    -19	1	-1	-11	-4	2	3	1	0.8
52. COc1ccc(/C(O)=C/c2nc3ccccc3n(-c3ccccc3)c2=O)cc1
    11	5	-155	-8	8	-4	0	-1	2.0
53. Cc1c2cnn(CC(=O)NC3CCCC3)c(=O)c2c(C)n1Cc1ccccc1
    -2	4	13	2	14	0	3	1	2.3
54. CCOc1ccccc1N1CC(C(=O)N(CC)C2CCS(=O)(=O)C2)CC1=O (stereo not drawn)
    /	3	10	4	8	/	0	/	/
55. O=C(COC(=O)C1COc2ccccc2O1)NC(=O)Nc1ccc2c(c1)OCCO2 (stereo not drawn)
    0	3	3	5	0	1	0	-1	-1.6
56. COc1cccc(-c2c(NC(C)=O)n(C)c3ccccc3c2=O)c1
    -12	3	3	0	-19	2	46*	-2	3.3
57. COc1ccc(C(=O)CCc2ccccc2O)c(OC)c1
    -1	2	2	14	-21	-2	2	-1	-0.8
58. COc1ccc(CN2CCN(C(=O)CN3C(=O)C4C5C=CC(C5)C4C3=O)CC2)c(OC)c1OC (stereo not drawn)
    4	-6	0	11	-5	-3	0	6	1.3
59. Cc1ccc(S(=O)(=O)N2CCN(CC(=O)N/N=C/C=C/c3ccccc3)CC2)cc1
    0	11	14	0	-38	-1	0	-1	-0.9
60. Cc1[nH]c2ccccc2c1C(=O)C(C)Sc1nnc(C2CC2)o1 (stereo not drawn)
    /	5	-11	-6	0	2	3	/	-0.3
61. O=C1C2CC=CCC2C(=O)N1c1cccc(OS(=O)(=O)c2ccc3ccccc3c2)c1 (stereo not drawn)
    5	-2	-1	-12	0	-3	0	2	3.7
62. Cc1ccc2nc(NC(=O)c3ccccn3)sc2c1
    -6	-6	10	-3	7	-3	2	3	0.4
63. COc1cccc(NC(C)C(=O)Nc2cc([N+](=O)[O-])ccc2Cl)c1 (stereo not drawn)
    -1	0	1	-5	-13	0	0	4	0.3
64. CC(O)CNc1nc2ccccc2n1CC(=O)N1CCN(Cc2ccccc2)CC1 (stereo not drawn)
    1	-1	-2	3	-14	-2	1	-2	2.1
65. NNc1nc2c(-c3ccc(Cl)cc3)nnn2c2ccccc12
    4	-10	-34	-7	2	-2	0	-2	1.4
66. CNC(=O)C1CC(=O)N(Cc2ccc3c(c2)OCO3)C(=Nc2ccc(OC)cc2)S1 (stereo not drawn)
    -10	-5	-7	-2	-2	2	3	-2	3.6
67. CCS(=O)(=O)c1ccc(S(=O)(=O)CC)s1
    1	11	-10	0	-4	-7	2	0	5.3
68. O=C(Cc1ccc(S(=O)(=O)N2CCCC2)s1)NC1CCCCCC1
    48*	-6	-4	5	-12	1	6	-1	1.9
69. CN1CCN(S(=O)(=O)CC2(C)C3CCC2(C)C(=O)C3Br)CC1 (stereo not drawn)
    2	2	2	15	-4	-7	0	4	-2.0

# Screening results: PubChem, several laboratories
